Screens from PubChem BioAssay.
PRC2 inh – inhibitors of human EZH2/PRC2 methyltransferase; Q15910; PRC2 H3K27 methylation, DELFIA TRF, 1 h; inhibition, % at 12.5 µM; actives 0.35% (n = 57,000); AID 651548;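 active = mean inhibition of replicates at least 50% and every single replicate also reaching 50%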;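 note: dimethyl H3K27 on biotinylated H3 21-44 peptide detected by antibody; plate controls were median neutral control wells for no effect and median positive control wells for full effect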
Target sequence (Q15910 whole entry, looked up): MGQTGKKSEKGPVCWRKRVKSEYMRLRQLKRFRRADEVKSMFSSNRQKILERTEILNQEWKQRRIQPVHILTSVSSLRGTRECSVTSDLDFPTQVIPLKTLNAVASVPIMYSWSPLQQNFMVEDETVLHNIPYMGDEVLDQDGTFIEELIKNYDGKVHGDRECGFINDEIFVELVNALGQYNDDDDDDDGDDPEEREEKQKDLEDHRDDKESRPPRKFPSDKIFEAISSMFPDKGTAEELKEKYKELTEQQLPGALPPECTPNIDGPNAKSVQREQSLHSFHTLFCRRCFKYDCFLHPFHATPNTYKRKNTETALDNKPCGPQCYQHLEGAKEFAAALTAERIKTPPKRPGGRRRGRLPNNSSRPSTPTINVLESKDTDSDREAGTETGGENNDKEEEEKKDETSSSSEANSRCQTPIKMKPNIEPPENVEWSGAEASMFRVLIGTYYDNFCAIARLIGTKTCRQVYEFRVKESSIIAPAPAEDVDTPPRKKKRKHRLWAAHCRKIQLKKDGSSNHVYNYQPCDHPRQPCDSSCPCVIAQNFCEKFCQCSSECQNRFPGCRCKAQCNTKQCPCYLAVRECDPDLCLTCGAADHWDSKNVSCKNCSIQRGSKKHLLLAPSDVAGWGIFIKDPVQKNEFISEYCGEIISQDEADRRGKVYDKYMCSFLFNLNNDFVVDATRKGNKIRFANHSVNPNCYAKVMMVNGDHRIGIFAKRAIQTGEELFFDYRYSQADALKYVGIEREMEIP
IDH1 mut inh – blocks human IDH1 R132H reductase activity; O75874; diaphorase/resazurin fluorescence, 60 min; inhibition, % at 10 µM; actives 0.18% (n = 70,000); AID 624101; in the data active = inhibition above about 34%;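 note: 0% = DMSO and 100% = no enzyme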
Starred values were filed as active, the others as inactive; . = not tested or not shown; & = joins results of further samples.

SMILES	PRC2 inh	IDH1 mut inh
CC1=C(C/C=N/NC(=O)CCCCCC(=O)O)C(C)(C)CCC1	29	.
COc1ccc(CN(C)C[C@H]2Oc3c(NC(=O)Nc4ccccc4)cccc3C(=O)N([C@H](C)CO)C[C@H]2C)cc1	21	.
C[C@H](CO)N1C[C@H](C)[C@@H](CN(C)CC2CC2)Oc2ccc(NC(=O)Cc3ccccc3)cc2CC1=O	4	-0.9
C[C@@H]1CN([C@@H](C)CO)C(=O)c2cc(NS(=O)(=O)c3cccs3)ccc2O[C@@H](C)CCCCO[C@@H]1CN(C)C(=O)Nc1ccc(C(F)(F)F)cc1	.	0.4
C[C@@H]1CN([C@H](C)CO)C(=O)c2cc(NC(=O)Cn3cnnn3)ccc2O[C@@H]1CN(C)Cc1ccccc1	1	0.8
C[C@H]1CCCCO[C@H](CN(C)Cc2ccc(C(=O)O)cc2)[C@@H](C)CN([C@@H](C)CO)C(=O)c2cc(NS(=O)(=O)c3ccc(F)cc3)ccc2O1	.	0.5
Cc1c(Cl)ccc2c(C(=O)NCCCn3cc(Br)cn3)cc(-c3ccncc3)nc12	-10	1.0
CC(=O)N(C)C[C@H]1Oc2cc(-c3cccc(C#N)c3)ccc2S(=O)(=O)N([C@@H](C)CO)C[C@@H]1C	.	-0.4
C[C@@H]1CN([C@H](C)CO)C(=O)c2cccc(NC(=O)CCCCCC(=O)Nc3ccccc3N)c2O[C@H]1CN(C)C(=O)Nc1ccc(F)cc1	-15	.
O=C(O)C1=C[C@@H](c2ccccc2)C[C@@H](OCc2ccc(CO)cc2)O1	-1&8	.
COCC#Cc1cnc2c(c1)C(=O)N([C@H](C)CO)C[C@@H](C)[C@H](CN(C)C(=O)C1CCOCC1)O2	-8	1.1
CCOC(=O)C1=C(C)Nc2ncnn2C1c1c[nH]c2ccccc12 (centres undefined)	-2	0.2
Cc1noc(C)c1S(=O)(=O)N(C)C[C@@H]1OCCCC[C@@H](C)Oc2ccc(NC(=O)CCC(F)(F)F)cc2C(=O)N([C@H](C)CO)C[C@H]1C	.	-7.0
CO[C@H]1CN(C)C(=O)c2cc(NC(=O)c3ccccc3F)ccc2OC[C@@H](C)NC[C@@H]1C	4	-0.3
Cc1cc(C)n(-c2nc3ccc([N+](=O)[O-])cc3nc2-n2nc(C)cc2C)n1	-11	0.2

6 entries from above, bar-delimited:
SMILES | PRC2 inh | IDH1 mut inh
CC(=O)N(C)C[C@H]1Oc2cc(-c3cccc(C#N)c3)ccc2S(=O)(=O)N([C@@H](C)CO)C[C@@H]1C | . | -0.4
C[C@@H]1CN([C@H](C)CO)C(=O)c2cccc(NC(=O)CCCCCC(=O)Nc3ccccc3N)c2O[C@H]1CN(C)C(=O)Nc1ccc(F)cc1 | -15 | .
O=C(O)C1=C[C@@H](c2ccccc2)C[C@@H](OCc2ccc(CO)cc2)O1 | -1&8 | .
COCC#Cc1cnc2c(c1)C(=O)N([C@H](C)CO)C[C@@H](C)[C@H](CN(C)C(=O)C1CCOCC1)O2 | -8 | 1.1
CCOC(=O)C1=C(C)Nc2ncnn2C1c1c[nH]c2ccccc12 (centres undefined) | -2 | 0.2
Cc1noc(C)c1S(=O)(=O)N(C)C[C@@H]1OCCCC[C@@H](C)Oc2ccc(NC(=O)CCC(F)(F)F)cc2C(=O)N([C@H](C)CO)C[C@H]1C | . | -7.0

(cont.)
SMILES	PRC2 inh	IDH1 mut inh
C[C@@H]1CCCCO[C@H](CN(C)Cc2ccc(C(=O)O)cc2)[C@@H](C)CN([C@@H](C)CO)C(=O)c2cc(NC(=O)C3CCCCC3)ccc2O1	.	3.2
COc1ccc(NC(=O)CSc2nc(C)cc(=O)[nH]2)cc1	-3	-0.2
C[C@@H]1CN([C@@H](C)CO)C(=O)c2cc(NS(=O)(=O)c3cccs3)ccc2O[C@@H]1CN(C)S(=O)(=O)c1cccs1	.	1.3
C[C@H]1CN([C@@H](C)CO)C(=O)c2cc(C#CCN(C)C)cnc2O[C@@H]1CN(C)C(=O)c1ccc2c(c1)OCO2	2	0.2
Cc1ccc(S(=O)(=O)N(C)C[C@H]2Oc3ccc(NC(=O)NC(C)C)cc3C(=O)N([C@@H](C)CO)C[C@H]2C)cc1	8	.
COc1ccc(CN(C)C[C@H]2OCCCC[C@H](C)Oc3ccc(NS(C)(=O)=O)cc3C(=O)N([C@H](C)CO)C[C@H]2C)cc1	8	.
C[C@H]1CN([C@@H](C)CO)C(=O)CCCn2cc(nn2)CO[C@H]1CN(C)Cc1ccc(Oc2ccccc2)cc1	-4	3.2
COc1ccc(S(=O)(=O)N(C)C[C@H]2Oc3c(NC(=O)Nc4ccccc4)cccc3C(=O)N([C@@H](C)CO)C[C@H]2C)cc1	.	0.6
COc1ccc(S(=O)(=O)N(C)C[C@@H]2Oc3ccc(NS(C)(=O)=O)cc3CC(=O)N([C@@H](C)CO)C[C@@H]2C)cc1	.	0.8
O=C(Cc1ccccc1)NO	-5	-0.2
CO[C@@H]1CN(C)C(=O)c2ccc(NC(=O)C3CC3)cc2OC[C@@H](C)N(C(=O)c2ccccc2)C[C@@H]1C	12	0.3
C[C@H]1CN([C@@H](C)CO)C(=O)c2cc(-c3cccc(F)c3)cnc2O[C@@H]1CN(C)S(C)(=O)=O	14	.
C[C@@H]1CN([C@H](C)CO)C(=O)CCCn2cc(nn2)CO[C@@H]1CN(C)C(=O)OCc1ccccc1	-5	-1.4
COCC(=O)N(C)C[C@H]1Oc2ncc(C#CC(C)(C)O)cc2C(=O)N([C@H](C)CO)C[C@@H]1C	3	-0.1
COc1ccc(S(=O)(=O)N(C)C[C@@H]2Oc3ccc(NC(=O)Nc4cccc5ccccc45)cc3C(=O)N([C@H](C)CO)C[C@@H]2C)cc1	.	0.3
C[C@H](CO)N1C[C@H](C)[C@@H](CN(C)CC2CCCCC2)Oc2ccc(NS(=O)(=O)c3ccccc3)cc2C1=O	5	.
C[C@H]1CCCCO[C@H](CN(C)C(=O)Nc2cccc3ccccc23)[C@@H](C)CN([C@@H](C)CO)C(=O)c2cc(NC(=O)Nc3cccc4ccccc34)ccc2O1	.	1.3
C[C@H](CO)N1C[C@H](C)[C@@H](CN(C)Cc2ccc(C(=O)Nc3ccccc3N)cc2)Oc2ccc(NC(=O)C3CC3)cc2CC1=O	-11	-3.8
COCC#Cc1cnc2c(c1)C(=O)N([C@@H](C)CO)C[C@@H](C)[C@@H](CN(C)C(=O)CN1CCOCC1)O2	-3	-2.1
COc1ccc(CN(C)C[C@H]2Oc3ccc(NC(=O)Nc4ccc(F)cc4)cc3C(=O)N([C@H](C)CO)C[C@H]2C)cc1	.	1.2
COc1ccc(-c2cnc3c(c2)C(=O)N([C@@H](C)CO)C[C@H](C)[C@H](CN(C)C(=O)C2CCCCC2)O3)cc1	1	.
C[C@H](CO)N1C[C@H](C)[C@H](CN(C)C(=O)NC2CCCCC2)Oc2c(NC(=O)c3ccc(-c4nccs4)cc3)cccc2C1=O	.	-0.5
CNC[C@H]1Oc2cc(-c3cccnc3)ccc2S(=O)(=O)N([C@@H](C)CO)C[C@H]1C	-8	0.4
COc1ccc(NC(=O)Nc2ccc3c(c2)[C@H]2C[C@@H](CC(=O)NC4CCCC4)O[C@@H](CO)[C@H]2O3)cc1	-11	0.1
COc1ccc(S(=O)(=O)N2CCN(Cc3ccc(OCCO)cc3)CC2)cc1	-4	.
Cc1noc(C)c1S(=O)(=O)Nc1ccc2c(c1)C(=O)N([C@@H](C)CO)C[C@@H](C)[C@H](CN(C)Cc1ccc(C(F)(F)F)cc1)O2	-1	.
COc1ccc(-c2cnc3c(c2)C(=O)N([C@H](C)CO)C[C@H](C)[C@H](CN(C)C(=O)NC(C)C)O3)cc1	7	0.2
CNC[C@H]1Oc2ncc(-c3ccc(C)cc3)cc2C(=O)N([C@H](C)CO)C[C@H]1C	4	-1.8
C[C@H](CO)N1C[C@H](C)[C@H](CN(C)S(=O)(=O)c2cccs2)Oc2ccc(NC(=O)Nc3cccc4ccccc34)cc2C1=O	.	1.5
C[C@H]1CN([C@@H](C)CO)C(=O)c2cccc(NS(=O)(=O)c3ccccc3)c2O[C@@H]1CN(C)Cc1ccc2c(c1)OCO2	-3	.
C[C@@H]1CN([C@@H](C)CO)C(=O)c2cc(-c3cccc(C#N)c3)cnc2O[C@H]1CN(C)C(=O)C1CCCCC1	0	-2.7
COc1ccc(NC(=O)Cc2coc3cc(C)cc(C)c23)c(OC)c1	-1	-0.3
C[C@@H]1CN([C@@H](C)CO)C(=O)c2cc(NC(=O)CCCN(C)C)ccc2O[C@H]1CN(C)C(=O)Nc1ccc2c(c1)OCO2	.	0.9
C[C@@H]1CN([C@H](C)CO)C(=O)c2cc(Br)cnc2O[C@H]1CN(C)C(=O)NC1CCCC1	11	0.4
C[C@@H]1CN([C@H](C)CO)S(=O)(=O)c2ccc(C#CC3CC3)cc2O[C@H]1CN(C)Cc1ccccn1	-7	-1.8
N=C(N)c1ccc(N2CCN(C3CCN(CC(=O)O)CC3)CC2)cc1	6	-0.1
OC(COc1ccccc1Cl)Cn1nnc2ccccc21 (centres undefined)	1	-0.5
Cc1ccc(S(=O)(=O)N[C@H]2C=C[C@H](CC(=O)NCc3ccc(Cl)c(Cl)c3)O[C@H]2CO)cc1	20	0.0
CN(CCc1ccccn1)S(=O)(=O)c1ccc2c3c(cccc13)C(=O)N2	.	-1.6
Cc1cc(Cn2ccc(C(F)(F)F)n2)c(C)c(-c2c(C#N)c(N)nc3c2CCCCC3)c1	17	0.1
COc1ccccc1-c1ccc2c(c1)O[C@@H](CN(C)C(=O)c1cccnc1)[C@H](C)CN([C@@H](C)CO)S2(=O)=O	3	14
CCS(=O)(=O)Nc1ccc2c(c1)C(=O)N(C)C[C@@H](OC)[C@@H](C)CN(C)[C@@H](C)CO2	-12	-0.4
COc1cccc(S(=O)(=O)N(C)C[C@H]2Oc3cc(C4=CCCC4)ccc3S(=O)(=O)N([C@@H](C)CO)C[C@H]2C)c1	.	0.2
COc1ccc(S(=O)(=O)Nc2ccc3c(c2)C(=O)N([C@@H](C)CO)C[C@H](C)[C@H](CN(C)S(=O)(=O)c2cccs2)O3)cc1	.	-0.2
Cc1ccc(S(=O)(=O)N(C)C[C@H]2OCCCC[C@@H](C)Oc3ccc(NC(=O)Nc4c(C)noc4C)cc3C(=O)N([C@@H](C)CO)C[C@H]2C)cc1	.	0.0

Profiles, looked up by structure. Screens in order: PRC2 inh	IDH1 mut inh
C[C@@H]1CN([C@H](C)CO)C(=O)c2cc(Br)cnc2O[C@H]1CN(C)C(=O)NC1CCCC1 reads 11	0.4
COc1ccc(S(=O)(=O)Nc2ccc3c(c2)C(=O)N([C@@H](C)CO)C[C@H](C)[C@H](CN(C)S(=O)(=O)c2cccs2)O3)cc1 reads .	-0.2

(list continues)
SMILES	PRC2 inh	IDH1 mut inh
C[C@H]1CN([C@@H](C)CO)C(=O)c2cc(NC(=O)c3ccncc3)ccc2O[C@@H]1CN(C)Cc1ccc(-c2ccccc2)cc1	.	1.3
C[C@@H]1CN([C@H](C)CO)C(=O)c2cc(C3=CCCCC3)cnc2O[C@@H]1CN(C)Cc1ccccc1C(=O)O	-8&-3	-0.2
CCOc1cccc(-c2nnc(SCC(=O)n3c4c(c5ccccc53)CCCC4)n2C)c1	-7	0.0
C[C@@H]1CCCCO[C@@H](CN(C)C(=O)C2CCCCC2)[C@@H](C)CN([C@@H](C)CO)C(=O)c2cc(NC(=O)C3CCCCC3)ccc2O1	.	5.5
O=C(N/N=C/c1ccc(Oc2ccccc2)cc1)c1ccccc1O	10	-0.4
C[C@H](CO)N1C[C@H](C)[C@@H](CN(C)C(=O)Nc2ccc3c(c2)OCO3)Oc2cc(C3=CCCC3)ccc2S1(=O)=O	1	-0.3
O=C(N/N=C/c1cc(Br)c(O)c(Br)c1)c1ccccn1	15	.
CCCN1C[C@H](C)[C@H](OC)CN(C)C(=O)c2cc(NC(=O)Nc3cccc(F)c3)ccc2OC[C@H]1C	-29	.
Cc1noc(C)c1NC(=O)Nc1ccc2c(c1)CC(=O)N([C@@H](C)CO)C[C@@H](C)[C@H](CN(C)Cc1ccc(C(=O)Nc3ccccc3N)cc1)O2	.	0.3
COc1ccccc1C#Cc1cnc2c(c1)C(=O)N([C@H](C)CO)C[C@@H](C)[C@H](CN(C)S(=O)(=O)c1cn(C)cn1)O2	-3	.
C[C@@H]1CN([C@@H](C)CO)C(=O)c2cccc(NS(=O)(=O)c3ccccc3)c2O[C@@H]1CN(C)C(=O)Nc1cccc2ccccc12	3	-1.0
COC(=O)c1sccc1S(=O)(=O)Nc1ccc(-c2cn3c(n2)SCC3)cc1	0	-5.0
CCCN1C[C@H](C)[C@H](OC)CN(C)C(=O)c2ccc(NS(=O)(=O)c3cn(C)cn3)cc2OC[C@@H]1C	2	0.2
C[C@H]1CN([C@@H](C)CO)C(=O)Cc2cc(NC(=O)CCCCCC(=O)Nc3ccccc3N)ccc2O[C@H]1CN(C)C(=O)NC1CCCCC1	-1	12
C[C@H]1CN([C@@H](C)CO)C(=O)c2cc(-c3ccncc3)cnc2O[C@@H]1CN(C)C(=O)Nc1ccc2c(c1)OCO2	.	0.2
C[C@H](CO)N1C[C@H](C)[C@H](CN(C)C(=O)c2cccc(F)c2)Oc2cc(-c3cncnc3)ccc2S1(=O)=O	4	-2.2
CC(C)CC#Cc1cnc2c(c1)C(=O)N([C@H](C)CO)C[C@@H](C)[C@@H](CN(C)Cc1ccccc1F)O2	.	-0.9
C[C@@H]1CCCCO[C@H](CN(C)S(=O)(=O)c2ccc(Cl)cc2)[C@H](C)CN([C@H](C)CO)C(=O)c2cc(N(C)C)ccc2O1	-8	-0.2
CC(C)NC(=O)N[C@H]1CC[C@@H](CCn2cc(-c3ccc(F)cc3)nn2)O[C@@H]1CO	-7	0.2
COc1ccccc1C(NC(C)=O)c1c(O)ccc2ccccc12 (centres undefined)	4	0.1

In a second layout: results already given.
SMILES,PRC2 inh,IDH1 mut inh
C[C@H](CO)N1C[C@H](C)[C@H](CN(C)C(=O)c2cccc(F)c2)Oc2cc(-c3cncnc3)ccc2S1(=O)=O,4,-2.2
COc1ccccc1C(NC(C)=O)c1c(O)ccc2ccccc12 (centres undefined),4,0.1

Some of the compounds tested (hit frequency here may not be typical).
